High-throughput results: PubChem, several laboratories
EP2 mod = EP2 receptor modulators, cAMP readout, primary screen, cell-based, HTRF cAMP, PGE2 stimulation. Prostaglandin E2 receptor EP2 subtype (Homo sapiens), P43116. EP2-expressing cells, cAMP HTRF FRET, PGE2 co-stimulation. induction, % at 25 µM. 260,000 compounds, 0.83% hits;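 active means compounds whose cAMP rise, as percent of the full-agonist control response, exceeds 60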;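 further: rat C6 glioma line stably carrying human EP2 under a CMV promoter; the protocol text gives 20 µM as final concentration; 100% = response of wells given 1 µM PGE2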
eIF4E 4G PPI = eIF4E–eIF4G protein interaction inhibitors, primary screen, biochemical, uHTS, TR-FRET, eIF4GI fragment | TR-FRET eIF4E-eIF4GI(517-606) binding, 2 h | inhibition, % at 21.7 µM | 220,000 compounds, 0.37% hits | AID 782, 2007;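 active means inhibition above about 30%, limit read from the data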;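 further: 0% = full FRET control wells and 100% = background wells lacking eIF4GI fragment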
TbHK1 inh = Trypanosoma brucei hexokinase 1 inhibitors, primary screen, biochemical, G6PDH-coupled NADH absorbance, MLSCN library; hexokinase 1 [Trypanosoma brucei]; recombinant TbHK1, G6PDH-coupled NADH A340; inhibition, % at 10 µM; 220,000 compounds, 0.11% hits;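 active means inhibition of 50% or more in the single-dose primary screen; inactive means inhibition below 50%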
PGE2 EP2 inh = human EP2 receptor antagonists, primary screen, TR-FRET cAMP, C6 glioma cells. C6 glioma cells expressing human EP2; cells stimulated with saturating PGE2. 260,000 compounds, 0.52% hits. inhibition, % at 25 µM. Prostaglandin E2 receptor EP2 subtype (Homo sapiens), P43116;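 active means percent inhibition above 40 after rounding to a whole number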;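 further: rat C6 glioma host cells with rolipram phosphodiesterase inhibitor present; the protocol text gives 20 µM as final concentration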
L929 necroptosis = inhibitors of zVAD-triggered necroptosis, primary screen, L929 cells; L929 zVAD necroptosis rescue, ATP luminescence, 24 h; with zVAD 60 µM; viability rescue, % at 10 µM; 220,000 compounds, 0.38% hits; AID 1377, 2008;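 active means activation, scaled between plate controls, above about 75%, limit read from the data; inactive means activation under that limit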;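 further: 0% = zVAD with DMSO and 100% = DMSO alone without zVAD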
14-3-3 Bad PPI = inhibitors of 14-3-3 zeta/Bad binding, primary screen, biochemical, TR-FRET, bovine 14-3-3 zeta. 14-3-3 protein zeta/delta (Bos taurus), P63103. TR-FRET 14-3-3zeta/Dy647-pBad peptide displacement, 1 h. inhibition, % at 21.7 µM. 220,000 compounds, 0.71% hits. AID 781, 2007;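 active means inhibition above about 70%, limit read from the data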;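 further: 0% = full 14-3-3 plus peptide FRET controls and 100% = background without 14-3-3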
Rad51 HR inh = human RAD51 strand exchange inhibitors, primary screen, biochemical, fluorescence. DNA repair protein RAD51 homolog 1 (Homo sapiens), Q06609. hRad51 DNA strand exchange, fluorescence dequenching. inhibition, % at 10 µM. 200,000 compounds, 0.085% hits. AID 1385, 2008;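 active means inhibition above 40% at the single screening dose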;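 further: 0% = DMSO control wells and 100% = blanks with heterologous ssDNA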
Target sequence (Q06609 whole entry, looked up): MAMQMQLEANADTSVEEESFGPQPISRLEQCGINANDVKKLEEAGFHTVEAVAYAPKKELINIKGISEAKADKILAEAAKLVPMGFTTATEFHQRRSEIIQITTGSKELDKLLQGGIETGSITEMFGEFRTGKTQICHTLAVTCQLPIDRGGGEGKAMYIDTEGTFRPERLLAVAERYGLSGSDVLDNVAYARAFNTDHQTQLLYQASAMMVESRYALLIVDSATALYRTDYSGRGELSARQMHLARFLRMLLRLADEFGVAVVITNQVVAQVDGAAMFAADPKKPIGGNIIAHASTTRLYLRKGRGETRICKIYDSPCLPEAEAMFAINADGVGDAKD
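material = hRad51 filaments on single-stranded DNA | timing = filaments 15 min 37 °C, then compound 30 min | signal = FRET fluorescence dequenching, excitation 485 nm, emission 520 nm | benchmarks = control wells and blank wells on each plate | evaluation = percent inhibition relative to plate controls and blanks | compound = 10 µM final, single point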
Hck-Nef inh = inhibitors of Nef-activated human Hck kinase, primary screen, biochemical, Z-Lyte FRET, 384-well, Hck-YEEI; Tyrosine-protein kinase HCK (Homo sapiens), P08631; Recombinant Hck-YEEI plus Nef, Z-Lyte FRET kinase assay; inhibition, % at 20 µM; 220,000 compounds, 0.68% hits; AID 463187, 2010;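 active means Hck-Nef kinase inhibition above about 50%, limit read from the data; inactive means inhibition below that limit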;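 further: 0% = DMSO with Hck plus Nef and 100% = Hck alone without Nef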
Target sequence (P08631 whole entry, looked up): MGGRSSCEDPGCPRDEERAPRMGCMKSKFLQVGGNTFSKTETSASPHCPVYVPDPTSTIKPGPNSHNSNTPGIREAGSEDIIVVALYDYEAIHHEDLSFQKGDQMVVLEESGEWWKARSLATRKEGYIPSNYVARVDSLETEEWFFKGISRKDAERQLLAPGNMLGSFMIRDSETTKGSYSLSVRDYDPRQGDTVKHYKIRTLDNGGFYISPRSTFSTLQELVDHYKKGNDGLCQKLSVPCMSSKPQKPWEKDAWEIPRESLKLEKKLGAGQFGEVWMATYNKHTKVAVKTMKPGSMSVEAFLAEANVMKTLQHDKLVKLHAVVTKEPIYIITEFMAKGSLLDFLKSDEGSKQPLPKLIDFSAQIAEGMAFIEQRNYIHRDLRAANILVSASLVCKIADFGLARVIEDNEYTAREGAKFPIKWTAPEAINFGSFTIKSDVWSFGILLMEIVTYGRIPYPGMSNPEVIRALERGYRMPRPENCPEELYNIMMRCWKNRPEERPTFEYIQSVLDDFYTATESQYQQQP
m-calpain inh = inhibitors of pig calpain II, primary screen, biochemical, fluorogenic peptide substrate, 1536-well; purified calpain II, 30 min; inhibition, % at 16 µM; 220,000 compounds, 0.37% hits;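 active means inhibition above about 50%, limit read from the data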
The depositor's hits bear a star; x = not tested or not shown; & = joins results of further samples; [ ] = dose if it differs, or a comment. Not all compounds are listed; count on the stated rates, not on these rows.

SMILES	EP2 mod	eIF4E 4G PPI	TbHK1 inh	PGE2 EP2 inh	L929 necroptosis	14-3-3 Bad PPI	Rad51 HR inh	Hck-Nef inh	m-calpain inh
O=C(N/N=C/c1c[nH]c2ccccc12)c1sc2ccccc2c1Cl	-4	5	-6	11	3.2	0[fluorescence artefact?]	-3	2	-21
CC1=C(C(N)=O)C(c2cccnc2)n2nc(-c3cccc(Cl)c3)nc2N1 (stereo not drawn)	15	1	-5	0	1.4	0	2	-1	-10
COc1ccc(NC(=O)C2CCCN(c3cc(C)nc4ncnn34)C2)cc1 (stereo not drawn)	-60	-2	1	8	3.0	-7	-4	19	-21
CS/C(=N\S(=O)(=O)c1cccs1)Nc1cccc(Cl)c1C	15	1	4	5	2.4	-2	-2	1	30
CC(C)CC(OC(=O)c1cccs1)C(=O)NCC1CCCO1 (stereo not drawn)	6	x	3	11	0.1	x	0	5	2
CC1CN(CCCCOc2ccc(C(C)C)cc2)CC(C)O1 (stereo not drawn)	3	2	-10	8	-0.8	40	0	1	-1
CC1(C)CC(=O)C2=C(C1)N(C1CCCCC1)C(=O)C2(O)C(F)(F)F (stereo not drawn)	-2	0	-11	7	0.4	6	3	5	-29
Cc1ccccc1CNC(=O)c1ccccc1N	10	2[fluorescence artefact?]	-9	6	1.4	1[fluorescence artefact?]	3	0	-185
Cc1ccc(NC(=O)C2CCN(C(=O)NC3CCCCC3)CC2)cc1	35	6[fluorescence artefact?]	-5	11	0.6	-3	-6	-8	21
C/C(=C\c1cc(C(=O)O)c(C)o1)CO	-8	-6[fluorescence artefact?]	2	5	0.1	-4[fluorescence artefact?]	7	-1	-52
O=C(NCCCN1CCOCC1)c1ccc(CS(=O)(=O)Cc2ccc(Cl)cc2)o1	5	0	-5	8	0.8	-3	5	1	1
O=C(/C=C/c1ccco1)NCc1ccco1	-16	16	5	15	0.6	11	12	28	-5
Cc1cc(C)cc(NC(=S)Nc2ccc(Cl)c(Cl)c2)c1	-45	3	-10	9	0.8	-10	11	-10	13
CCCCNC(=O)Cc1c(O)c2ccccc2[nH]c1=O	23	-5	-6	3	-0.5	-8	-9	-20	-50
CSc1nc(C)nc(C2CC2)c1C#N	33	-3	-14	4	-0.1	-2	17	18	-23
N#CCC(=O)N/N=C/c1ccc(SCC(=O)Nc2ccccc2)o1	-18	4	-7	9	1.9	-19	10	29	10
CC1=CCC2C(=O)N(c3cccc(C(=O)N(C)C4CCCCC4)c3)C(=O)C2C1 (stereo not drawn)	13	-1	2	10	0.1	-1	-4	2	-23
O=C(CN1C(=O)/C(=C\c2ccc(F)cc2)Oc2ccccc21)NCc1ccco1	9	3	-24	10	1.6	-8	4	10	-433
Cc1cccc(C2c3[nH]c4ccccc4c3CCN2Cc2ccc(C)s2)n1 (stereo not drawn)	17	2	-9	6	-0.8	-5	x	7	23
Cc1ccccc1-n1c(SCC(=O)c2c(N)n(C)c(=O)n(C)c2=O)nc2sc3c(c2c1=O)CCCC3	-9	-3	-21	11	0.1	0[fluorescence artefact?]	-49	3	-32
CN(CC(=O)Nc1sc2c(c1C#N)CCCCC2)Cc1nc2ccccc2c(=O)[nH]1	-10	0	-3	6	0.2	-9	8	-3	-20
Cc1ccc(OCC(=O)N2CCN(C(=O)Cc3ccccc3)CC2)cc1	1	-6	-2	2	0.0	-4	5	2	-13
Cc1cccc(OCCc2c(C)[nH]c(=S)[nH]c2=O)c1	28	-2	-1	10	1.4	10	15	1	3
Cc1ncc(C[n+]2csc(CCOC(=O)CC3C4CC5CC(C4)CC3C5)c2C)c(N)n1 (stereo not drawn)	1&13	7[fluorescence artefact?]	5	6&13	1.2	34[fluorescence artefact?]	-5	8	2
CC1CCN(S(=O)(=O)c2ccc(S(=O)(=O)NCc3cccnc3)cc2)CC1	-16	3	0	3	-1.1	5	-3	15	3
CCN(CC)CCN(C(=O)c1ccc(C(C)=O)cc1)c1nc2ccc(Cl)cc2s1	15	-1	-8	15	1.8	3	8	9	-20
COc1cc(NC(=O)COC(=O)c2ccccc2F)cc(OC)c1	-4	1[fluorescence artefact?]	0	5	0.2	-8	-3	2	25
O=C(O)c1cccc(N/N=C/c2cccs2)c1	-44	-2	7	9	1.3	-14[fluorescence artefact?]	6	1	6
COc1c(Cl)ccc(Cl)c1C(=O)OCC(=O)O	-4	2	3	-2	3.5	14[fluorescence artefact?]	-2	0	-13
CCCCC(CC)C(=O)NCc1ccccc1OC (stereo not drawn)	13	6	6	4	0.1	7	-3	0	-3
CSc1nc2ccc(NC(=O)CSc3nnc(N)s3)cc2s1	-27	-6	-9	7	-1.0	-11	-5	12	-53
Oc1c(C=Nc2ccccc2Cl)[nH]c2ccccc12	-40	3	-9	11	0.5	1	x	-21	-24
Cc1ccc(C2=[N+]([O-])C3(CCCCC/C3=N\NC(N)=O)N(O)C2(C)C)o1 (stereo not drawn)	2	-14	-13	x	-1.0	-3	x	-26	-25
COP(=O)(OC)c1nc(-c2cccc3ccccc23)oc1NCc1ccccc1	45	11	-6	6	0.7	-16	-2	11	-440
CCCc1cc(=O)[nH]c(SCC(=O)Nc2nc(-c3ccccc3)cs2)n1	44	2	-5	5	5.0	-18	12	22	3
O=C(CCn1c(=O)sc2ccccc21)NCc1ccc2c(c1)OCO2	6	3	6	7	-0.4	3	-6	19	-15
CCOC(=O)c1oc2ccc(Br)cc2c1NC(=O)CN1CCN(C)CC1	-25	2	-2	15	0.2	-18	12	0	-35
CC(=O)N1N=C(C)CC1c1ccc(O)cc1 (stereo not drawn)	19	-8[fluorescence artefact?]	26	8	0.8	-15	x	4	2
Cc1ccc(SCC(=O)Nc2ccccc2C(=O)O)cc1	10	-1	-1	13	-0.8	16	-2	2	-5
CCOc1ccccc1C(=O)Nc1ccccc1-c1ccccc1	78*	-29	39	6	-0.1	20[fluorescence artefact?]	12	0	37
CN1CCN(Cc2cn(C)nc2-c2ccccc2F)CC1c1ccccc1 (stereo not drawn)	-22	0	0	5	-1.0	-8	x	-5	9
O=C1N=C(N2CCOCC2)SC1=C1CCCCC1	25	-2	0	10	0.7	6	-3	-11	-3
COc1cc(/C=N/NC(N)=O)cc(Br)c1OCc1ccccc1C	11	0	-4	10	1.2	-9	0	1	-15
Cc1ccc(C2(C)NC(=O)N(Cc3c(C)noc3C)C2=O)cc1 (stereo not drawn)	38	-8	4	10	0.2	0	4	0	-26
CC(C)(C(N)=O)c1ccccc1	8	-6	-3	16	1.0	-8	1	9	10
O=C(/C=C/c1ccc([N+](=O)[O-])s1)N1CCCC1	13	11	-4	0	2.1	0	8	23	-19
CCOC(=O)c1[nH]c(C)c(C(=O)NCCCOC(C)C)c1C	16	10	2	11	0.3	2	-3	1	24
O=C(c1noc2c1CCc1ccccc1-2)N1CCCc2ccccc21	45	2	4	2	0.3	3	6	1	23
Cc1cccc(COCC(CC(C)C)N2CCN(C(=O)c3ccc(C(C)(C)C)cc3)CCC2=O)c1 (stereo not drawn)	53	-3	-3	8	-1.1	0[fluorescence artefact?]	3	-8	19
CCSc1ccccc1C(=O)n1nnc2ccccc21	68*	-8	-3	4	-0.2	7	-2	-2	-32
Cc1cc(COc2ccccc2OCc2cc(C)no2)on1	25	-13	6	5	-0.7	3	-6	1	10
CCOC(=O)N1CCN(c2ccc(C(=O)c3ccccc3)cc2F)CC1	30	-5[fluorescence artefact?]	-6	7	0.8	-27[fluorescence artefact?]	-6	0	40
COC(=O)N1N=C(c2ccc(Br)cc2)CC1(O)C(F)(F)F (stereo not drawn)	13	18	3	5	1.8	-4	4	2	-8
COc1cccc(/C(O)=C2/C(=O)C(=O)N(Cc3cccnc3)C2c2ccco2)c1 (stereo not drawn)	17	2	-28	9	0.0	51	-4	0	12
Cc1c(C(=O)OC2CCCCC2)sc2nc[nH]c(=O)c12	31	0	-1	8	1.2	11	5	5	28
O=C(CSc1n[nH]c(=O)n1Cc1ccco1)Nc1ccccc1Cl	-23	6	-6	9	0.6	1	10	4	5
CCCCOC(=O)/C(=C/C=C/c1ccccc1)NC(=O)c1ccccc1	49	2	-13	8	5.5	-13	3	24	1
Cc1cccc(-c2nnc(SCc3cc(=O)[nH]c4ccccc34)n2C)c1	-6	3	-7	7	1.8	11	-1	8	15
CC1(c2ccccc2)NC(=O)N(CCOc2ccccc2)C1=O (stereo not drawn)	18	-2	-4	5	1.1	-1	-5	-4	-36
O=C(N/N=C/c1ccccn1)c1cccnc1	-19	1	-11	8	-0.3	-10	8	0	-3

Continued:
SMILES	EP2 mod	eIF4E 4G PPI	TbHK1 inh	PGE2 EP2 inh	L929 necroptosis	14-3-3 Bad PPI	Rad51 HR inh	Hck-Nef inh	m-calpain inh
CCOC(=O)C1=C(C)NC(C)=C(C(=O)OCC)C1c1cccs1	30	-6	27	8	0.3	-11	x	3	-24
Cn1c(=O)c2c(nc(N3CCCCCC3)n2CC(O)COc2ccc(Cl)cc2)n(C)c1=O (stereo not drawn)	21	-12	-1	6	-0.3	-5	-8	2	-16
Nc1nc(-c2ccc([N+](=O)[O-])cc2)cs1	-17	0	0	2	0.0	7[fluorescence artefact?]	0	-1	9
CC(C)(C)c1ccc(C(=O)NNC(=O)Cc2ccccc2)cc1	-1	3	26	12	0.1	17	-2	-15	22
COc1ccc(-c2cc(-c3n[nH]c(=S)n3-c3ccccc3Cl)[nH]n2)cc1	43	-4	-3	5	-0.8	-5	22	29	-33
O=C(c1ccccc1Br)N1CCCC(c2nc(-c3cccs3)no2)C1 (stereo not drawn)	-17	-2	-4	4	-0.8	-4	5	-20	-3
Cc1ccc(NC(=O)CSc2nc(N)cc(=O)[nH]2)cc1Cl	21	1	4	10	1.9	-17	-3	30	-12
CCOC(=O)c1oc2nc(CC(C)C)c3c(c2c1N)CCCC3	34	0	-22	7	2.6	-9	-11	14	-307
Cc1cnn(Cc2cccnc2)c1N	28	4	-7	8	1.2	-2	-11	18	-15
O=C(NCc1ccc2c(c1)OCO2)c1ccc(CSCc2cccc(Cl)c2)o1	-47	1	36	5	0.5	10	-2	2	34
